# GRK2 inh – inhibitors of human GRK2 displacing RNA aptamer; P25098; bead flow cytometry, FAM-aptamer displacement from GRK2; inhibition of aptamer binding, % at 10 µM; 0.59% of 330,000 active; AID 488847;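 active means inhibition of aptamer binding above 40%, roughly 3 SD of noise, on plates passing a quality check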;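 further: median bead fluorescence of bound FAM aptamer so fluorescent compounds give negative values; no value below 0 was filed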
# MCL1 BIM primary – MCL1-BIM-BH3 interaction inhibition (human); GST-MCL1 / FITC-Bim-BH3 fluorescence polarization; inhibition, % at 10.9 µM; 0.68% of 320,000 active;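 active means inhibition above the mean inhibition of all tested compounds plus 3 SD, set per campaign, cut at about 40% in these data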;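 further: 0% = DMSO wells and 100% = unlabeled Bim-BH3 peptide control; higher means more loss of mP so more displacement of Bim peptide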
# Target sequence (Q07820 whole entry, looked up): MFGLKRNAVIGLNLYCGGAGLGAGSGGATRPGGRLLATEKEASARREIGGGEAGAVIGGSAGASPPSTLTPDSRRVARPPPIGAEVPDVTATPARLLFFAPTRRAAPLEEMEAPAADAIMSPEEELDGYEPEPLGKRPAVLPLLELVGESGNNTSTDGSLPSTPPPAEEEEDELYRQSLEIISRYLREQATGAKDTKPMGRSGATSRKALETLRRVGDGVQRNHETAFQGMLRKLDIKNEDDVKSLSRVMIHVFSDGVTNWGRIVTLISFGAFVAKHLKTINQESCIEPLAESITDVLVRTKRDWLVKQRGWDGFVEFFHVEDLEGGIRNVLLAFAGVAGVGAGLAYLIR
# Fam108B inh – Fam108B inhibition, counter-screen for RBBP9 inhibitors; recombinant Fam108B, FP-Rh probe fluorescence polarization; inhibition, % at 9.51 µM; 0.33% of 300,000 active; AID 1947;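 active means inhibition above the screen mean inhibition plus 3 SD, computed separately per campaign, cut at about 18% in these data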;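 further: inhibitors lower polarization as less probe binds the enzyme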
# BCLXL inh – Bcl-xL (human) inhibition. Q07817. AID 2129. GST-Bcl-xL / FITC-Bim BH3 peptide fluorescence polarization. 0.7% of 320,000 active. inhibition, % at 10.9 µM;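 active means inhibition above the mean of all tested compounds plus 3 SD, cutoff set per campaign, cut at about 30% in these data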;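 further: 0% = DMSO wells and 100% = unlabeled Bim-BH3 peptide competitor; inhibitors lower millipolarization by displacing the labeled peptide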
# Target sequence (Q07817 whole entry, looked up): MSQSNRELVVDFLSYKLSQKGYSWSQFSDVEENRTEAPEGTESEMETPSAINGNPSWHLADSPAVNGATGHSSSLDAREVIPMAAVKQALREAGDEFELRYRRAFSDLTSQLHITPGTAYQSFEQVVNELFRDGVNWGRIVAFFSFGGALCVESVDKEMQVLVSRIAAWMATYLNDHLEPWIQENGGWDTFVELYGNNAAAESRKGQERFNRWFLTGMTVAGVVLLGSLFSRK
# GLD-1 RNA inh – GLD-1-TGE RNA interaction inhibition (C. elegans); AID 2280; Q17339; inhibition, % at 5.96 µM; 0.44% of 320,000 active; purified GLD-1 + fluorescein TGE RNA, fluorescence polarization;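 active means percent inhibition above a per-plate cutoff, the plate mean of test compounds plus 3 SD, cut at about 30% in these data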;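 further: 0% = DMSO wells with GLD-1 and probe and 100% = wells lacking GLD-1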
# CIT2-GFP yeast – alters CIT2-GFP fluorescence in TOR pathway yeast screen; GFP response vs DMSO, % at 10 µM; 0.065% of 320,000 active; S. cerevisiae CIT2-GFP strain, flow cytometry, 3 h; 100 means same as DMSO wells; AID 2029;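 active means GFP response relative to DMSO above a set limit, near the screen mean plus 3 SD, cut at about 150% in these data; inconclusive means Fewer than 70 cells measured for a yeast strain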;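 further: ratio of well median GFP fluorescence to mean of DMSO wells on the plate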
# AGP1 TOR yeast – yeast TOR pathway AGP1-GFP modulation. AID 2066. S. cerevisiae AGP1-GFP multiplex flow cytometry, 3 h; GFP as percent of DMSO wells. 0.02% of 320,000 active. GFP response vs DMSO, % at 10 µM;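 active means GFP response relative to DMSO above a set limit, near screen average plus 3 SD, cut at about 150% in these data; inconclusive means fewer than 70 cells counted for the yeast strain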;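 further: median GFP channel fluorescence of the gated AGP1 strain per well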
# MEX-5 binding – C. elegans MEX-5 TCR-2 RNA binding activity | MEX-5/FITC-TCR2 RNA binding, fluorescence polarization; stronger effect = lower value | activity score (negative = inhibition of binding), % at 10 µM | AID 1832 | 0.38% of 300,000 active | Q9XUB2;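 active means inhibition past about -25% in most replicates, and total fluorescence under double the plate's negative control median, limit read from the data; inconclusive means replicates evenly split on the limit, or fluorescence at least double controls; inactive means too little inhibition in most replicates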;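 further: 0% = DMSO and -100% = 5 µM competing unlabeled TCR2 RNA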
# Target sequence (Q9XUB2 whole entry, looked up): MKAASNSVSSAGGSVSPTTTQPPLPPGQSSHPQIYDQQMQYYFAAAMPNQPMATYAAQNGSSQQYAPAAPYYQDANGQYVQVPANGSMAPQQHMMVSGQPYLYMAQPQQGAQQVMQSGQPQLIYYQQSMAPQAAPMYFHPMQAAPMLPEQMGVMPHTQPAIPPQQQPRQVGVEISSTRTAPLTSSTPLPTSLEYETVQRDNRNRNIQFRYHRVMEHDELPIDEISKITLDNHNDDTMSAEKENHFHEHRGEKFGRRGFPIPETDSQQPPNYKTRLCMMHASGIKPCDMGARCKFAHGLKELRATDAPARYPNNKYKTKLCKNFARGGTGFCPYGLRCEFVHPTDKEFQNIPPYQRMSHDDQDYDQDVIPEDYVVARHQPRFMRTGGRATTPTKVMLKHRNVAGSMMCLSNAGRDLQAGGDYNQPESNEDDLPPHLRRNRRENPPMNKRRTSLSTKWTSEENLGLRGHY
# VLA-4 inh – inhibition in a human VLA-4 binding assay | AID 2557 | inhibition, % (about 7 µM as worked out from the volumes in the protocol) | 0.2% of 330,000 active | VLA-4 expressing cells, ligand binding flow cytometry | P13612; in the data active means inhibition above about 50%
# Numbers without * were called inactive; ? = inconclusive; . = not tested or not shown; [ ] = another dose, or the depositor's remark.
SMILES,GRK2 inh,MCL1 BIM primary,Fam108B inh,BCLXL inh,GLD-1 RNA inh,CIT2-GFP yeast,AGP1 TOR yeast,MEX-5 binding,VLA-4 inh
CCc1ccc(C2C(C(C)=O)=C(C(=O)OC)Nc3nnnn32)cc1 (centres undefined),7,2,-3,7,-1,91,97,-2.5,3
O=[N+]([O-])c1cc(NS(=O)(=O)c2ccc(Cl)nc2)ccc1Cl,2,-1,4,-2,-2,92,104,-0.4,13
Cc1ccc(OCCn2c(CCNC(=O)C(C)C)nc3ccccc32)cc1,2,1,-1,-3,9,88,94,1.3,-11
CN1CC(c2ccccc2)C2(SC(=S)N(Cc3ccco3)C2=O)C12C(=O)Nc1ccccc12 (centres undefined),0,3,-12,-1,5,97,92,-0.3,3
CCOc1ccc(-c2cc(C(=O)N3CCN(c4ccccn4)CC3)c3ccccc3n2)cc1,3,-11,-3,1,10,97,99,-2.5,3
CN(Cc1nc2ccccc2n1C)C(=O)c1ccco1,0,11,-4,4,-2,99,105,2.4,-3
CCSc1nc2c(c(=O)[nH]c(=O)n2C)n1CC(O)COc1ccccc1 (centres undefined),1,6,-3,6,-2,92,80,0.5,0
O=C(c1ccco1)N1CCc2[nH]nc(-c3ccc(Cl)cc3)c2C1,0,2,-3,5,-5,97,73,0.4,7
CSCCC(NC(=O)COc1ccccc1)C(=O)N(C)CC(=O)Nc1ccc(Cl)cc1 (centres undefined),3,-1,.,2,7,91,99,.,0
CCOc1ccccc1CN1CCN(C/C=C/c2ccc(OC)cc2)CC1CCO (centres undefined),3,10,5,6,1,114,113,0.3,-5
O=C(CN1c2cccc3cccc(c23)S1(=O)=O)Nc1ccccc1Br,5,.,.,.,2,88,102,.,22
CC(=O)Nc1ccc(NC(=O)CS(=O)(=O)c2cn(CC(=O)N3CCCC3)c3ccccc23)cc1,0,6,1,-2,4,105,109,-1.3,-8
O=C(Oc1ccc([N+](=O)[O-])cc1)c1cncc(Br)c1,0,0,1,0,4,94,86,-0.7,-9
O=C(NC(=S)N1CCN(c2ccccn2)CC1)c1ccco1,0,11,0,5,-2,96,101,-0.7,-2
N=C1C(=O)OCC1c1ccccc1NC(=O)CN1CCCCC1 (centres undefined),4,-6,-3,-3,5,112,104,2.0,18
COc1ncccc1C(=O)NC1CCCc2c1cnn2-c1cc(C)cc(C)c1 (centres undefined),3,3,-1,6,3,105,103,-1.5,3
CN(CC(=O)OCC(=O)Nc1ccccc1)S(=O)(=O)c1ccc(Cl)cc1,0,1,-2,-1,-2,110,106,-0.8,-9
O=C(NCCc1nnc2ccc(SCC(=O)N3CCOCC3)nn12)c1ccccc1,3,-7,-4,-3,2,97,101,-1.1,11
O=C(NC1CCCCC1)N1CCC(c2nc3ccc(Cl)cc3[nH]2)CC1,0,-3,3,-4,2,97,99,-1.6,0
CCS(=O)(=O)N1CCC(C(=O)Nc2ccccc2OC)CC1,0,7,-2,4,11,111,104,0.2,-1
CCOC(=O)C1CCCN(C(=S)Nc2ccc(OC)cc2)C1 (centres undefined),2,2,0,4,4,77,97,1.1,-13
CCc1cc2c(-c3ccccc3)cc(=O)oc2cc1OC(C)C(=O)O (centres undefined),1,2,-6,8,1,103,94,0.1,3
Cn1c(-c2ccccc2)c(C=O)c2ccccc21,0,-3,2,5,-3,92,91,-0.5,-5
COc1cc(C(=O)N[C@H](C(=O)NC(C)C23CC4CC(CC(C4)C2)C3)C(C)C)cc(OC)c1OC (some centres undefined),1,6,-4,3,0,108,104,-0.5,7
C=CCn1c(=N)n(CC(=O)OCC)c2ccccc21,4,5,-1,8,-6,107,103,5.4,0
CCCCc1cc(=O)oc2cc(O)cc(O)c12,2,2,2,2,7,98,99,0.7,-1
O=C(COC(=O)CCNS(=O)(=O)c1ccccc1)NC(=O)c1ccccc1,0,-9,0,-11,4,99,106,-1.7,7
COc1ccc(CCN2C(=O)CC(NCc3ccc4c(c3)OCO4)C2=O)cc1OC (centres undefined),0,5,1,14,-4,96,98,2.9,2
COc1cccc(CNC(=O)CCSCc2ccccc2F)c1,2,0,0,-1,3,89,100,-0.1,6
COc1cccc(CNc2ccc(F)c(Cl)c2)c1,0,6,-2,5,4,78,80,0.3,10
Cc1ccccc1OCC(=O)NNC(=O)c1ccoc1C,0,-13,.,-7,1,106,111,.,1
CCOc1ccc(S(=O)(=O)NCCC(=O)NCC(C)(C)N2CCOCC2)cc1,4,5,-1,0,5,94,107,0.4,17
C=C(C)COc1ccc2c3c(c(=O)oc2c1OCC(=C)C)CCC3,14,11,-1,13,8,95,90,-3.1,15
COc1cc([N+](=O)[O-])ccc1NC(=S)N1CCOCC1,2,9,2,-1,-1,106,107,0.2,-9
CCOC(=O)c1ccc(CSc2nncn2N)o1,0,5,0,7,-7,107,109,-0.2,-10
O=C(/C=C/c1ccco1)NC(=S)Nc1cccc([N+](=O)[O-])c1,0,21,-4,7,8,78,88,-3.5,1
COc1cc2c(cc1O)[C@@H]1Cc3cc(OC)c(OC)cc3C(C2)N1C,1,0,-3,-1,-3,90,90,2.7,-8
CN1CCN(c2ccc(NC(=O)c3ccccc3Br)cc2)CC1,0,4,-1,4,5,100,.,0.1,17
CCOC(=O)Cc1cc(=O)n2[nH]c(C)c(-c3ccc(Cl)cc3)c2n1,5,3,1,-10,-9,92,91,-1.2,-7
Cc1noc(C)c1COC(=O)CCc1nc2ccccc2s1,0,5,-4,2,3,109,106,-0.4,6
COc1ccc(C(=O)Nc2c(N)nc(SCC(=O)N3CCCCCC3)[nH]c2=O)cc1OC,0,-2,5,4,3,103,101,-0.5,2
COC(=O)c1cc(NC(=O)CC2SC(=Nc3ccccc3)N(CCc3c[nH]c4ccccc34)C2=O)cc(C(=O)OC)c1 (centres undefined),5,-4,-13,-3,0,99,99,0.5,30
Cc1nc2sc(C(c3ccco3)N3CCN(c4cccc(Cl)c4)CC3)c(O)n2n1 (centres undefined),4,7,1,6,-1,105,104,-3.0,-12
CCc1ccc(Oc2nc([N+](=O)[O-])nn2C)cc1,0,2,-5,3,-1,99,105,3.1,6
CCN1C(=O)c2cccc3c(S(=O)(=O)N4CCNCC4)ccc1c23,1,.,.,.,3,90,90,.,-4
CCCCNC(=O)CSc1nc2ccccc2n1S(=O)(=O)c1ccc(Cl)cc1,4,8,-4,1,2,104,100,-1.0,15
O=C(NCCc1cccc(C(F)(F)F)c1)C1CCC(=O)N(Cc2ccc(Cl)cc2)C1 (centres undefined),1,5,-1,1,6,101,104,-1.5,-1
Cc1cc2oc(C(=O)N3CCN(Cc4ccccc4)CC3)c(C)c2cc1C,0,-5,0,4,-2,98,107,-0.7,19

# A draw from above in order of heavy-atom count, smallest number first.
SMILES,GRK2 inh,MCL1 BIM primary,Fam108B inh,BCLXL inh,GLD-1 RNA inh,CIT2-GFP yeast,AGP1 TOR yeast,MEX-5 binding,VLA-4 inh
Cc1noc(C)c1COC(=O)CCc1nc2ccccc2s1,0,5,-4,2,3,109,106,-0.4,6
CN1CCN(c2ccc(NC(=O)c3ccccc3Br)cc2)CC1,0,4,-1,4,5,100,.,0.1,17
COc1cc2c(cc1O)[C@@H]1Cc3cc(OC)c(OC)cc3C(C2)N1C,1,0,-3,-1,-3,90,90,2.7,-8
Cc1cc2oc(C(=O)N3CCN(Cc4ccccc4)CC3)c(C)c2cc1C,0,-5,0,4,-2,98,107,-0.7,19
CCCCNC(=O)CSc1nc2ccccc2n1S(=O)(=O)c1ccc(Cl)cc1,4,8,-4,1,2,104,100,-1.0,15

# (cont.)
SMILES,GRK2 inh,MCL1 BIM primary,Fam108B inh,BCLXL inh,GLD-1 RNA inh,CIT2-GFP yeast,AGP1 TOR yeast,MEX-5 binding,VLA-4 inh
N/C(=N\N=C/c1ccc(Br)cc1)N/N=C\c1ccc(Br)cc1,0,4,-4,0,0,85,86,-0.8,12
Cc1ccc(-n2c(SCC(=O)N3CCOCC3)nc(O)cc2=O)cc1,3,.,.,.,.,107,88,1.0,4
CCCn1c2ccccc2c2cnn(CC(=O)NC3CCC(C)CC3)c(=O)c21 (centres undefined),1,0,-1,0,9,99,94,-0.5,5
CCc1nnc(NS(=O)(=O)c2ccc(NCc3cc(Br)ccc3O)cc2)s1,1,-5,3,6,-2,90,83,-5.1,1
CCOC(=O)c1oc2ccc(Cl)cc2c1NC(C)=O,0,-1,8,-2,2,95[may fluoresce red],?,2.0,-17
CC(=O)Cn1c(CN2CCCCC2)nc2ccccc2c1=O,0,0,1,-2,-2,95,102,1.3,24
S=C(NCCc1ccccc1)NCc1cccc(Cl)c1,0,9,-2,2,4,102,100,1.1,3
O=Cc1cn(-c2ccccc2)nc1-c1ccccc1,0,5,3,6,5,91,94,-1.8,16
O=C(NCC1(N2CCCCC2)CCCCC1)c1ccc(NS(=O)(=O)c2ccccc2)cc1,1,-5,-7,-1,-2,115,109,-0.4,-5
Cc1ccc(NC(=O)CSc2nc(N)c(-c3ccccc3)c(=O)[nH]2)cc1Cl,0,7,-1,2,-2,99,113,1.0,0
Cc1c(NC(=O)c2ccccc2NC(=O)c2ccccc2)cccc1C(=O)O,2,5,-1,1,4,91,94,-1.2,3
CSc1ccc(S(=O)(=O)N2CCC(C(=O)NCc3ccccn3)CC2)cc1,0,-16,-1,-4,3,111,101,-2.0,3
CN(C)C(=O)C(OC(=O)c1ccc2ccccc2n1)c1ccccc1 (centres undefined),2,4,-1,5,5,101,102,1.6,39
N#Cc1ccccc1S(=O)(=O)N1CCN(C(=O)C2CCCCC2)CC1,0,.,.,.,0,103,106,.,-4
Cc1ccn2c(=O)nc(SCC(=O)Nc3ccc4c(c3)OCO4)nc2c1,1,1,3,3,4,96,108,0.6,0
COc1cccc(OCCCN2CCN(S(=O)(=O)c3ccc(NC(C)=O)cc3)CC2)c1,2,-4,-3,-2,7,98,101,1.3,12
O=C(c1ccco1)N1CCN(Cc2ccc(Cl)cc2)CC1,0,2,-4,3,7,98,106,.,11
CCOC(=O)Nc1nn(-c2ccc(C)cc2)c(=O)c(C#N)c1C,1,-3,-7,4,5,93,93,-0.8,11
O=C(Cc1cccc(C(F)(F)F)c1)NCc1ccc(Cl)cc1,4,-30,2,-4,3,89,87,4.6,15
O=S(=O)(Cc1nnnn1-c1ccc(Br)cc1)c1ccc(F)cc1,2,-6,2,-1,4,103,98,0.2,-18
COC1=C(N2CCOCC2)C(=O)c2ccccc2C1=O,11,7,0,2,5,111,110,1.5,14
O=C(CCc1ccccc1)NC(=S)Nc1ccc2c(c1)C(=O)OC2,1,6,0,7,4,100,105,-1.5,-2
O=S(=O)(Nc1ccc(N2CCCCC2)cc1)c1ccccc1F,0,8,1,5,3,90,99,0.7,-6
O=C(N1CCCCC1)N1CCN(C(=O)N(c2ccccc2)c2ccccc2)CC1,0,2,-1,5,-5,97,99,2.0,9
CN1C(=O)Cc2cc(S(=O)(=O)N3CCN(c4cccc(C(F)(F)F)c4)CC3)ccc21,6,-4,5,-6,-9,105,99,-3.4,20
CCCc1cc(=O)oc2c(C)c3occ(C)c3cc12,0,1,-3,5,-1,103,90,0.4,3
COc1ccc2oc(C(=O)Nc3nc4ccc(S(C)(=O)=O)cc4s3)c(C)c2c1,1,-1,-9,3,-3,85,95,0.0,2

# Screening results as filed in PubChem BioAssay.
